Compound activity: PubChem, several laboratories
aDG glyco act = activators of alpha-DG glycosylation, primary screen, uHTS, Pro5-aDG cells, AlphaScreen | activation, % at 10 µM | actives 0.22% (n = 360,000) | alpha-DG glycosylation AlphaScreen (IIH6); 0% Pro5, 100% B10-LARGE cell signal;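 active = activation of at least 8% versus controls, or a plate z-score of at least 8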;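 also: Pro5 are CHO cells carrying HIG-tagged alpha-DG that lacks glycosylation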
m5-HT2A agonist = mouse Htr2a agonists via beta-arrestin recruitment, primary screen, cell-based, luminescence; activation, % at 7.6 µM; CHO-K1 mHTR2A beta-arrestin complementation; percent of 30 µM serotonin response; actives 0.66% (n = 360,000); 5-hydroxytryptamine receptor 2A (Mus musculus), P35363;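 active = activation above a run cutoff, the mean activation of all tested compounds plus 3 SD, cut at about 14% in these data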;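 also: 0% = plate median of compound wells and 100% = 30 µM serotonin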
ABCB6 inh MLPCN = ABCB6 transporter inhibitors, primary screen, K562-ABCB6 cells, flow cytometry, MLPCN library | fluorescence ratio to DMSO, % at 10 µM | actives 0.19% (n = 360,000) | ATP-binding cassette sub-family B member 6 (Homo sapiens), Q9NP58 | K562-ABCB6 porphyrin accumulation, 1 h; stronger effect = lower value;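 active = fluorescence ratio to DMSO below 75%, the collection mean minus 3 SD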;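 also: signal is porphyrin accumulated inside mitochondria; 100% equals median channel fluorescence of DMSO control wells; lower ratio means ABCB6 inhibition with less porphyrin fluorescence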
N-glyco inh = increase of ERlucT glycosylation luciferase signal, primary screen, N-linked glycosylation inhibitor project, D54 ERlucT cells, luminescence, set 2; AID 588692, 2011; actives 0.23% (n = 360,000); D54 ERlucT glycosylation luciferase reporter, 24 h; percent of 100 nM tunicamycin response; reporter increase, % at 12.5 µM;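 active = mean luciferase reporter signal, scaled so untreated is 0 and the glycosylation-blocking control 100, at or above a set limit in every replicate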;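 also: luciferase carries N-glycosylation sites so blocking glycosylation raises the light; 0% = median of neutral control wells and 100% = median of 100 nM tunicamycin wells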
Vif inh = HIV Vif self-association inhibitors, primary screen, imaging, HEK293T, single point; actives 0.35% (n = 340,000); HEK293T cells, Vif self-association by quenched fluorescence, 24 h; inhibition, % at 7.49 µM; in the data active = inhibition above about 50%, passing the limit was not always enough; also: some results filed as inactive read as strong as hits
MC4R antagonist = MC4R antagonists of cAMP signaling, primary screen, cell-based, TR-FRET, antagonist arm of biased-ligand search. Melanocortin receptor 4 (Homo sapiens), P32245. MC4R-expressing cells, MTII-stimulated cAMP, LANCE TR-FRET. inhibition, % at 6.5 µM. actives 0.48% (n = 360,000);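 active = inhibition above its plate's cutoff, the mean of tested wells on that plate plus 3 SD, cut at about 29% in these data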;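 also: 0% = Melanotan II alone and 100% = Melanotan II plus saturating MCL0020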
Target sequence (P32245 whole entry, looked up): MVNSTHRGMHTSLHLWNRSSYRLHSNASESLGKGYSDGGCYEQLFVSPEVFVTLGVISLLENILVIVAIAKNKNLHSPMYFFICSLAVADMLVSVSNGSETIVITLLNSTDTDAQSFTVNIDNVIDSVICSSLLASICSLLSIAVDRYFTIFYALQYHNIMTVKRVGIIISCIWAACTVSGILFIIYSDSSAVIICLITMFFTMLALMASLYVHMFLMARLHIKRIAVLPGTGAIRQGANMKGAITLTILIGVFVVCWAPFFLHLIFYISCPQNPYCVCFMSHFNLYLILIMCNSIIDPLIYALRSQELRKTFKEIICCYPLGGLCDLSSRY
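material = U2OS cells stably expressing human melanocortin 4 receptor (MC4R) | also added = Melanotan II challenge | dosing = single nominal compound dose of 6.5 µM | detection = TR-FRET with Eu-cAMP and labeled anti-cAMP, 671 nm | replication = singlicate | timing = compound 30 min, challenge 1 h, detection 1 h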
Cardio protect = cardioprotection against H2O2-induced cell death, primary screen, uHTS, H9c2 cells, ATPLite luminescence | H9c2 cardiomyocytes, H2O2 injury protection, 2 h | protection from H2O2 cell death, % at 20 µM | actives 0.63% (n = 360,000);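 active = compounds giving at least 50% protection of heart cells from peroxide-induced death in the single-dose screen, raw or plate-pattern-corrected value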;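 also: 0% = DMSO wells with peroxide and 100% = DMSO wells without peroxide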
MC4R ag barr = MC4R agonists recruiting beta-arrestin, primary screen, cell-based, luminescence, agonist arm of biased-ligand search | U2OS MC4R beta-arrestin complementation; percent of melanotan II response, DMSO zero | AID 540308, 2011 | Melanocortin receptor 4 (Homo sapiens), P32245 | activation, % at 8.9 µM | actives 0.98% (n = 360,000);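 active = activation above a per-plate cutoff, the mean activation of sample wells on that plate plus 3 SD, cut at about 8% in these data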
CaV13 ICDI inh = Primary screen for inhibitors of IQ motif and Ca2+-dependent inactivation inhibitor domain binding in CACNA1D, Förster resonance energy transfer in living cells, …. HEK cells, CFP/YFP FRET ICDI-IQ, plate reader, 10 min; percent FRET-ratio fall versus neutral wells. inhibition, % at 12.3 µM. actives 0.098% (n = 340,000). AID 743397;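 active = mean replicate inhibition of at least 30% and at least 1% of replicates passing that level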;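 also: 0% = median of the neutral control wells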
PDI turbidity = inhibitors of human PDI, primary screen, biochemical, turbidity, single point, plate reader | PDI insulin aggregation turbidity, A650, 90 min | inhibition, % at 10 µM | actives 0.052% (n = 350,000) | AID 588391, 2011;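 active = mean inhibition across replicates of 30% or more, whatever share of single replicates reach that level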;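 also: absorbance from insulin aggregation driven by PDI reduction with DTT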
Target sequence (P07237 whole entry, looked up): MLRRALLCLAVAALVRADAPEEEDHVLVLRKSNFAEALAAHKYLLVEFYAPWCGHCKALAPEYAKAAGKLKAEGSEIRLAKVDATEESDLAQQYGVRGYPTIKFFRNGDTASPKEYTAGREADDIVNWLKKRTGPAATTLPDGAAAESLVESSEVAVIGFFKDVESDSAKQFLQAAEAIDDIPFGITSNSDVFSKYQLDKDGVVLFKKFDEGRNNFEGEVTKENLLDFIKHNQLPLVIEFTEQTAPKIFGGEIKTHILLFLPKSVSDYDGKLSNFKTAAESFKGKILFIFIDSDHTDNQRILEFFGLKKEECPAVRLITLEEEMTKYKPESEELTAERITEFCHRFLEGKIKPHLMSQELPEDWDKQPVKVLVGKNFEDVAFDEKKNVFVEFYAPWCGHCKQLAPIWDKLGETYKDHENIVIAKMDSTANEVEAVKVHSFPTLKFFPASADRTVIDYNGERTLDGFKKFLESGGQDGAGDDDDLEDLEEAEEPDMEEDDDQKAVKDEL
Active calls of the source: *; x = not tested or not shown.

item	structure	aDG glyco act	m5-HT2A agonist	ABCB6 inh MLPCN	N-glyco inh	Vif inh
1	Cc1cc(O)ccc1-c1ccc2nncn2c1	-0.3	3.3	107.0	2.3	15.1
2	CCCCc1ccc(N2C(=NC(=O)C3CCCO3)SC3CS(=O)(=O)CC32)cc1 (stereo not drawn)	0.3	-2.5	95.0	-0.3	8.8
3	CC(=O)Nc1sc(N/N=C\c2ccccc2F)nc1-c1cccs1	0.6	1.7	93.0	-12.2	4.0
4	CN(C)C(=O)CSc1ccc(S(=O)(=O)N2CCCC2)cn1	0.1	3.0	101.0	1.5	5.5
5	N#CC1=C2C=CC=CN2CC1=O	-0.2	-3.0	119.0	0.8	-2.8
6	Brc1ccc(-c2noc(COc3ccc4ccccc4c3)n2)o1	0.0	2.4	94.0	1.6	0.0
7	C=CCOC(=O)c1cn(CC)c2nc(C)ccc2c1=O	-0.1	4.2	104.0	1.8	-4.6
8	Cc1ccccc1C(=O)NNC(=O)c1cc(N)cc([N+](=O)[O-])c1	-0.2	-0.9	102.0	1.3	0.3
9	CC(C#N)Sc1ccc(S(=O)(=O)N2CCCCC2)cn1 (stereo not drawn)	-0.2	-1.1	93.0	0.2	-0.6
10	COCC(=O)Nc1ccc(C(N)=O)cc1	-0.5	3.4	92.0	1.7	2.7
11	CC1=NN(c2ccccc2)C(=O)/C1=C/c1cn(C)c2ccccc12	-0.2	8.3	85.0	2.7	-10.2
12	CN1c2ccsc2C(=O)/C(=C\Nc2cccc(C(F)(F)F)c2)S1(=O)=O	0.0	2.3	94.0	3.0	16.2

item	MC4R antagonist	Cardio protect	MC4R ag barr	CaV13 ICDI inh	PDI turbidity
1	10.6	1.3	-1.0	-5.7	-2.3
2	11.8	3.9	-0.4	-6.8	4.6
3	-0.7	0.4	0.3	-3.2	-7.5
4	-0.9	1.4	-0.2	-5.3	7.4
5	2.5	5.2	-0.2	x	4.3
6	1.1	-28.9	0.7	-4.8	10.5
7	2.3	-0.1	-1.1	8.7	6.0
8	6.9	7.0	-1.1	-19.8	1.6
9	-5.2	2.0	-0.6	-2.0	27.8
10	-1.7	-5.2	1.7	-5.0	4.1
11	-8.1	39.8	-0.7	-4.8	-1.5
12	2.5	12.7	-1.8	-4.8	-2.3

Another view of part of the listing above:
Order of values: aDG glyco act | m5-HT2A agonist | ABCB6 inh MLPCN | N-glyco inh | Vif inh | MC4R antagonist | Cardio protect | MC4R ag barr | CaV13 ICDI inh | PDI turbidity
2	CCCCc1ccc(N2C(=NC(=O)C3CCCO3)SC3CS(=O)(=O)CC32)cc1 (stereo not drawn)
  0.3 | -2.5 | 95.0 | -0.3 | 8.8 | 11.8 | 3.9 | -0.4 | -6.8 | 4.6
3	CC(=O)Nc1sc(N/N=C\c2ccccc2F)nc1-c1cccs1
  0.6 | 1.7 | 93.0 | -12.2 | 4.0 | -0.7 | 0.4 | 0.3 | -3.2 | -7.5
4	CN(C)C(=O)CSc1ccc(S(=O)(=O)N2CCCC2)cn1
  0.1 | 3.0 | 101.0 | 1.5 | 5.5 | -0.9 | 1.4 | -0.2 | -5.3 | 7.4
5	N#CC1=C2C=CC=CN2CC1=O
  -0.2 | -3.0 | 119.0 | 0.8 | -2.8 | 2.5 | 5.2 | -0.2 | x | 4.3
6	Brc1ccc(-c2noc(COc3ccc4ccccc4c3)n2)o1
  0.0 | 2.4 | 94.0 | 1.6 | 0.0 | 1.1 | -28.9 | 0.7 | -4.8 | 10.5
7	C=CCOC(=O)c1cn(CC)c2nc(C)ccc2c1=O
  -0.1 | 4.2 | 104.0 | 1.8 | -4.6 | 2.3 | -0.1 | -1.1 | 8.7 | 6.0
8	Cc1ccccc1C(=O)NNC(=O)c1cc(N)cc([N+](=O)[O-])c1
  -0.2 | -0.9 | 102.0 | 1.3 | 0.3 | 6.9 | 7.0 | -1.1 | -19.8 | 1.6
9	CC(C#N)Sc1ccc(S(=O)(=O)N2CCCCC2)cn1 (stereo not drawn)
  -0.2 | -1.1 | 93.0 | 0.2 | -0.6 | -5.2 | 2.0 | -0.6 | -2.0 | 27.8
10	COCC(=O)Nc1ccc(C(N)=O)cc1
  -0.5 | 3.4 | 92.0 | 1.7 | 2.7 | -1.7 | -5.2 | 1.7 | -5.0 | 4.1
11	CC1=NN(c2ccccc2)C(=O)/C1=C/c1cn(C)c2ccccc12
  -0.2 | 8.3 | 85.0 | 2.7 | -10.2 | -8.1 | 39.8 | -0.7 | -4.8 | -1.5
12	CN1c2ccsc2C(=O)/C(=C\Nc2cccc(C(F)(F)F)c2)S1(=O)=O
  0.0 | 2.3 | 94.0 | 3.0 | 16.2 | 2.5 | 12.7 | -1.8 | -4.8 | -2.3

The listing continues.
item	structure	aDG glyco act	m5-HT2A agonist	ABCB6 inh MLPCN	N-glyco inh	Vif inh
13	O=C1OCCOC2CCCc3oc(-c4ccccc4)c1c32 (stereo not drawn)	0.5	-2.5	96.0	x	x
14	C#CCCCCCCC#CCN(C)C	0.0	3.4	98.0	0.2	3.0
15	COc1cc(C(=O)N2CCC(NC(=O)C(Cc3ccccc3C)NC(C)=O)CC2)cc(OC)c1OC (stereo not drawn)	-0.1	-5.2	92.0	3.8	-3.5
16	COc1ccccc1/C=N/Nc1nc(C)cc(C)n1	0.0	8.8	96.0	-0.2	0.0
17	Cc1ccc(Cl)cc1NC(=O)C1CCCN(S(=O)(=O)c2c(C)noc2C)C1 (stereo not drawn)	0.5	7.5	89.0	-1.6	-8.7
18	CC(=O)Nc1nc(NC(=O)/C=C/c2ccccc2)n(-c2ccccc2)n1	0.7	-7.2	100.0	-0.7	-7.2
19	O=C(Cn1nnc2ccccc2c1=O)Nc1cc(C(F)(F)F)ccc1N1CCOCC1	0.1	5.5	95.0	1.6	12.2
20	O=c1cc(O)nc2n1CCCS2	-0.2	3.6	113.0	1.8	13.7
21	CCOC(=O)C1=CCC(c2ccc(C#N)cc2)N(S(=O)(=O)c2ccc(C)cc2)C1 (stereo not drawn)	0.1	-6.5	99.0	1.1	3.9
22	CC(NC(=O)c1c(O)c2ccccc2n(C)c1=O)c1ccccc1 (stereo not drawn)	-0.1	1.8	100.0	-0.1	5.8
23	CCOc1cc(CNCCc2ccccc2)ccc1OCC(=O)NC(C)(C)C	0.8	-6.2	99.0	-0.3	1.9
24	CC(=O)Oc1ccc2c(=O)c(Oc3ccccc3[N+](=O)[O-])coc2c1	-0.4	1.3	94.0	1.8	4.0

item	MC4R antagonist	Cardio protect	MC4R ag barr	CaV13 ICDI inh	PDI turbidity
13	x	x	x	-8.7	x
14	-3.6	-1.5	2.6	-18.6	13.8
15	12.9	0.3	0.2	-5.6	-0.1
16	0.2	-0.5	0.5	-4.2	2.6
17	1.1	1.3	-1.6	-5.2	-2.7
18	10.1	45.5	-1.8	-3.1	9.1
19	30.3*	-8.1	0.9	-1.3	-7.1
20	-0.1	2.8	-1.7	-5.3	-0.4
21	x	8.2	x	-6.6	x
22	2.4	2.4	0.4	-2.4	-6.7
23	15.2	0.1	-1.2	-5.0	-0.4
24	-1.1	2.5	-1.7	-18.2	-1.0
